BAP1 inh: inhibitors of BAP1 deubiquitinase, primary screen, biochemical, Ub-AMC fluorescence, kinetic; Ubiquitin carboxyl-terminal hydrolase BAP1 (Homo sapiens), Q92560; recombinant BAP1, Ub-AMC hydrolysis fluorescence kinetic; active compounds read low; activity remaining (% of control), % at 20 µM; 72,000 tested, 0.48% active; AID 436, 2006;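 active = activity remaining at or below 50% of control, provided the compound also passes the data quality filters; inactive = the rest, including low values that fail the filters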;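 also: 100% = DMSO wells rate and 0% = substrate alone blank rate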
HePTP inh: inhibitors of human HePTP phosphatase, primary screen, biochemical, absorbance, leukemia target | inhibition, % at 20 µM | Tyrosine-protein phosphatase non-receptor type 7 (Homo sapiens), P35236 | 110,000 tested, 0.64% active | recombinant HePTP phosphatase activity, OD absorbance; in the data active = inhibition above about 50%;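 also: plate controls were vehicle for no effect and reference inhibitor for full effect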
Target sequence (P35236 whole entry, looked up): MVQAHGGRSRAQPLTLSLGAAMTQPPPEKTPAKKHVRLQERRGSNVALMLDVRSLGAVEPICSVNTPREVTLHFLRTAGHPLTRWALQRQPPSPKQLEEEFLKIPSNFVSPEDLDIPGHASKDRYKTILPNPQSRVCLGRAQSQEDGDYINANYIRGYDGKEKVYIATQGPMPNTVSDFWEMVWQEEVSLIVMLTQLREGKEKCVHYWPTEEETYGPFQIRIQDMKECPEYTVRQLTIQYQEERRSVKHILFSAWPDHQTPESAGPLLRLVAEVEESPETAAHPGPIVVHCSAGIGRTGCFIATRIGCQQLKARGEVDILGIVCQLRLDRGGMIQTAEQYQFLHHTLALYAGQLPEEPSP
Numbers without * were called inactive; . = no result given; & = joins results of further samples.

SMILES	BAP1 inh	HePTP inh
O=C(c1ccco1)N1CCN(C(=O)c2cc3c(s2)-c2ccccc2OC3)CC1	.	-7
CC(=O)OCCCN1C(=O)c2ccc(S(=O)(=O)c3ccc4c(c3)C(=O)N(CCCOC(C)=O)C4=O)cc2C1=O	.	4
O=C(Nc1ccccc1C(=O)N/N=C/c1ccco1)c1ccccc1	.	14
COc1ccc(OCCCCN2CCC(C)CC2)cc1	.	4
S=c1[nH]nc(-c2ccccc2)n1CC1CCCO1 (stereo not drawn)	111	8
CN(C)c1nc(SCCOC(=O)c2ccccc2)nc(N(C)C)n1	95&98	5
CC1(C)CC(=O)C2=C(C1)Nc1ccccc1N(C(=O)C(F)(F)F)C2c1ccc(-c2ccc(Br)cc2)o1 (stereo not drawn)	.	-1
Cc1ccc(S(=O)(=O)c2nc(S(C)(=O)=O)sc2N(C)C)cc1	85	-8
CC(=O)CCc1oc2ccc(C)cc2c1Cc1ccccc1	.	-22
Cc1ccc(O)c(C(=O)c2cc(C#N)c(=O)n(CC3CCCO3)c2)c1 (stereo not drawn)	74	2
O=C(Nc1ccc(F)cc1)Nc1ccc(I)cc1	.	-5
O=S(=O)(Nc1ccc2c(c1)nc1n2CCOC1)c1ccc(Cl)cc1	98	0
Cc1ccc(NC(=O)c2c(NC(=O)C(F)(F)F)sc3c2CCC3)c(C)c1	.	-14
COC(=O)C1=C(C)N(c2cccc3ccccc23)C(=O)C1	.	-4
COc1ccc(NC(=O)C(C)NS(=O)(=O)c2ccccc2)cc1Cl (stereo not drawn)	78	2
O=C1C(Cl)=C(Nc2ccccc2)C(=O)N1c1cccc(Cl)c1Cl	.	-11
CC(C)c1nnc(NC(=O)Cn2nc(-c3ccc4c(c3)OCCO4)ccc2=O)s1	.	2
O=C(O)CCN1CCc2ccccc21	90	0
CN(C)c1ccc(/C=C(/c2ccccc2)c2nc3ccccc3[nH]2)cc1	.	1
Fc1ccc2c(c1)C1C=CCC1C(c1ccc(Cl)cc1)N2 (stereo not drawn)	61	.
CC1CCc2sc3ncnc(N4CCOCC4)c3c2C1 (stereo not drawn)	100	4
Brc1ccccc1-c1nnc(CSc2nncn2-c2ccccc2)o1	126	0
Cc1ccc(OCCOc2ccccc2C=O)cc1	.	0
C#CCN(C#N)c1nc(NCC)nc(NC(C)C)n1	120	1
COc1ccc(C2CC(=O)C3=C(C2)Nc2ccccc2NC3c2ccc(F)c(F)c2)cc1 (stereo not drawn)	.	-1
CCOC(=O)Nc1ccc(Oc2ccccc2)cc1	118	4
O=C1CCC(=O)N1CNc1ccc(Oc2ccccc2)cc1	58	-11&-27
O=C(Nc1c(Cl)cccc1Cl)c1ccc(F)cc1	.	8
O=C(/C=C/c1ccc([N+](=O)[O-])cc1)c1ccc(I)cc1	.	-14
COc1c(Cl)ccc(Cl)c1C(=O)Nc1ccc(C)cc1	.	104*
CC(Oc1ccccc1)C(=O)NC(c1ccccc1)c1ccccc1 (stereo not drawn)	.	3
COCCOC(=O)c1[nH]c2c(c1C)C(=O)CC(c1ccccc1)C2 (stereo not drawn)	105	7
CC(=O)Nc1ccc(OC(=O)c2cccc([N+](=O)[O-])c2)cc1	.	-10
NC(=O)Cn1c(=O)n(CCCC(=O)NC2CCN(Cc3ccccc3)CC2)c(=O)c2ccccc21	118	7
CCOC(=O)c1ccc(NC(=O)c2nccnc2C(=O)O)cc1	91	-12
CCCC(=O)Nc1ccc(NC(=O)COc2ccccc2C)cc1	.	-5
CCN(CC)CCCNc1nc2ccccc2[nH]1	93	-16
CC(=O)c1c(C)[nH]c(C(=O)OCc2nnc(-c3ccccc3)o2)c1C	99	11
COC(=O)CSc1nnc(CNC(=O)c2ccco2)n1-c1ccc(F)cc1	99	7
O=C(CSc1nnnn1-c1ccc2c(c1)OCCO2)c1cccc2c1OCCO2	.	0
CCCS(=O)(=O)N1CCCC(C(=O)NCCN(Cc2ccccc2)C(C)C)C1 (stereo not drawn)	116	0
CCOC(=O)C1=C(c2ccccc2)S/C(=C2/C(=S)C(C)(C)N(C(C)=O)c3ccc(OC)cc32)S1	.	13
CC(=O)Nc1ccc(OC/C=C(\C)Cl)cc1	81	8&-5
CC(NC(=O)Nc1cccnc1)(C(F)(F)F)C(F)(F)F	124	10
CCC1=NN(C(=O)c2cccnc2)C(O)(c2ccncc2)C1 (stereo not drawn)	.	-8
COc1ccccc1OCCCN1CCOCC1	.	9
Cn1c(CCN2CCCCC2)nc2cc(NC(=O)C3CCCCC3)ccc21	98	9
CCC(CC)C(=O)NC1CCCCCC1	.	2
CCN(CC)CCc1c(C)[nH]c(C(=O)OCc2ccccc2)c1C	86	-9&2
O=C(N/C(=C\c1ccc(-c2ccc(Cl)cc2)o1)C(=O)N1CCOCC1)c1ccccc1	.	-14
COC(=O)CCS(=O)(=O)c1cc(Cl)ccc1Cl	91	-11
Cc1ccc(C(=O)CCNc2ccc(C)c(Cl)c2)o1	.	12
O=C(c1ccccc1Cl)N1CCc2ccccc21	.	4
COc1cccc2cc(-c3nc(-c4cccs4)cs3)c(=O)oc12	107	-3
CCOC(=O)c1cccc(NC(=O)N[C@@H](C)C(=O)OC)c1	105	1
CCOCCCNCC(=O)Nc1ccc(OC(F)(F)F)cc1	103	4
COc1ccc2c(c1)c(C(=O)CN1CCC3(CC1)OCCO3)c(C)n2C	101	11
Nc1ccccc1SCc1cn2ccccc2n1	108	.
Cc1cccc(C)c1NC(=O)COC(=O)c1nonc1N	108	6
Cc1ccc2c(C)nc(NC3=NCN(C(C)C)CN3)nc2c1	97	10

Four of the compounds above, with each value named.
> CC(=O)c1c(C)[nH]c(C(=O)OCc2nnc(-c3ccccc3)o2)c1C
  BAP1 inh = 99
  HePTP inh = 11

> COC(=O)CSc1nnc(CNC(=O)c2ccco2)n1-c1ccc(F)cc1
  BAP1 inh = 99
  HePTP inh = 7

> O=C(CSc1nnnn1-c1ccc2c(c1)OCCO2)c1cccc2c1OCCO2
  BAP1 inh = .
  HePTP inh = 0

> CCCS(=O)(=O)N1CCCC(C(=O)NCCN(Cc2ccccc2)C(C)C)C1 (stereo not drawn)
  BAP1 inh = 116
  HePTP inh = 0

Carrying on:
SMILES	BAP1 inh	HePTP inh
COc1cc2[nH]c3c(N4CCN(c5ccc(Cl)cc5)CC4)ncnc3c2cc1OC	198	2
CC1=NN(C(=O)c2ccccc2Cl)C(O)(c2ccc(Cl)cc2)C1 (stereo not drawn)	.	3
Cc1cc(C)c2oc(=O)cc(CN3CCOCC3)c2c1	96	5
O=C(CSc1nc2ccccc2[nH]1)Nc1ccccc1F	.	13
CC(=O)N1CCc2ccccc2C1CN1C(=O)c2ccccc2C1=O (stereo not drawn)	.	0
COC(=O)C1=C(C)N=C2SCCC(=O)N2C1c1ccc(C(C)(C)C)cc1 (stereo not drawn)	.	6
COc1cc(/C=C/c2cc(C(F)(F)F)[nH]c(=O)n2)cc(OC)c1OC	.	-8
COc1c(O)ccc(/C=N/NC(=O)C(O)c2ccccc2)c1[N+](=O)[O-] (stereo not drawn)	.	6
Clc1cccc(CSc2nnc(-c3cccnc3)n2Cc2ccco2)c1	101	12
O=S(=O)(NC1c2ccccc2Oc2ccccc21)c1ccc(Cl)cc1	.	-9
CC1CC(N(C(=O)c2cccs2)c2ccccc2)c2ccccc2N1 (stereo not drawn)	.	7
CCN(CC)c1ccc(NC(=O)c2ccc(OC)c([N+](=O)[O-])c2)cc1	.	-6
CCOC(=O)COc1ccccc1/C=N/NC(=O)COc1cccc(Br)c1	.	-8
CCCC(=O)Nc1cccn(Cc2ccccc2Br)c1=O	102	1
CCC1Oc2ccccc2N(CC(=O)NCCCN2CCOCC2)C1=O (stereo not drawn)	90	1
Cc1cccc(C)c1OCC(=O)Nc1ncn[nH]1	99	-1
CCOC(=O)CC(=O)CSc1nc(C)cc(-c2cccnc2)c1C#N	84	4
Nc1ncnc2c1ncn2CCN1CCCCC1	140	-3
O=C(COc1ccc(Cl)cc1Br)N/N=C/c1cccc(OC(=O)c2ccco2)c1	.	3
O=C(CS(=O)CC(=O)Nc1ccc(Cl)cc1)NCC1OCCc2ccccc21 (stereo not drawn)	87	-1
CC(=O)Nc1ccc2oc(-c3cccc(Cl)c3)nc2c1	.	-2
CCOC(=O)c1ccc(NC(=O)CN(c2cccc(Cl)c2)S(=O)(=O)c2ccccc2)cc1	.	3
COc1cccc(CN2CCN(C3CCN(Cc4ccccc4)CC3)CC2)c1OC	.	2
COc1ccccc1NC(NC(=O)c1ccco1)C(=O)c1ccccc1 (stereo not drawn)	92	2&-9
FC(F)(F)c1ccc(Sc2nnc(-c3cccs3)n2CC2CCCO2)nc1 (stereo not drawn)	93	7
CC(C)COc1ccc(C(=O)Nc2ccc(Cl)cc2Cl)cc1	.	-2
Fc1ccc(NC(=S)NCCC(c2ccccc2)c2ccccc2)cc1	.	7
CCCCCSc1nnc(C)c(=O)[nH]1	81	3
CCCn1c(=O)c(-c2ccccc2)c(O)c2ccccc21	75	7
Cc1noc(C)c1S(=O)(=O)N1CCC(C(=O)N2CCC(C)CC2)CC1	78	-9
CCN(CC)c1ccc2cc(NC(=O)CCC(=O)O)c(=O)oc2c1	111&75	0
CCN(CC)S(=O)(=O)c1cc(C(=O)OC)ccc1Cl	.	-9
Cc1ccc(C(=O)O)cc1N1C(=O)c2ccc(S(=O)(=O)c3ccc(C(=O)O)cc3)cc2C1=O	.	4
Cc1ccc(CN2C(=O)C(C)(C)Oc3ccc(C(=O)N4CCCCC4)cc32)cc1	96	4
COC(=O)C1C(c2ccccc2)C(C(=O)N2CCOCC2)C1c1ccccc1 (stereo not drawn)	99	5
CCC(C)NC(=O)CN(c1cc(C)ccc1OC)S(C)(=O)=O (stereo not drawn)	104	2
Cc1ccnc(NC(=O)c2cc(-c3ccc(Cl)s3)nc3ccccc23)c1	.	12
CCOc1ccccc1C(=O)N(C)Cc1cc2ccccc2[nH]c1=O	87	2
Cc1ccsc1/C=C(/C#N)c1nc(-c2ccc(Br)cc2)cs1	.	-1
COc1ccc(NC2c3ncccc3C(=O)N2Cc2ccccc2)c(OC)c1 (stereo not drawn)	121	4
CC(=O)NCCOc1ccc2oc3ccccc3c2c1	88	2&-21
C1=NC(c2ccccc2)C(c2ccccc2)=NN1 (stereo not drawn)	.	1
Oc1ccc(C=Nc2ccc3ncccc3c2)c(O)c1	.	7
Cc1cc2cc(CNC(=O)C3CCCC3)ccc2n1C	93	5
O=C(/C=C/c1cccc([N+](=O)[O-])c1)Nc1cccc(-c2nc3ccccc3s2)c1	.	-1
Clc1ccc(CSc2nnc(Cn3cnc4ccccc43)o2)cc1	91	13
CC(C)CC(=O)N1CCN(Cc2cccc(F)c2)CC1	91&84	4&-3
COc1ccc(NC(=O)Cc2ccc(Cl)cc2)cc1OC	.	-2
CCOC(=O)c1c(C)oc2ccc(OC(=O)c3ccco3)cc12	88	.
CN1c2ccccc2Oc2nnc(N3CCN(Cc4ccccc4)CC3)cc21	497	.
Cc1ccc(-c2noc(CCC(=O)Nc3cccc(C#N)c3)n2)cc1	106	6
O=C(O)CCCCCN1C(=O)C(O)=C(C(=O)/C=C/c2ccccc2)C1c1ccc2c(c1)OCO2 (stereo not drawn)	.	-7
COc1ccc(CNC(=O)COC(=O)c2ccc3c(c2)OCCO3)cc1	115	2
CCCOc1ccccc1-c1nc(SCCC(=O)O)n[nH]1	119	2
O=C(Nc1ccccn1)C(NS(=O)(=O)c1cccc2nsnc12)c1ccccc1 (stereo not drawn)	113	3
CC(C)OCCCNc1ncnc2c1[nH]c1ccccc12	.	8
O=c1/c(=C/c2ccc([N+](=O)[O-])cc2)sc2nc3ccccc3n12	.	4
COc1ccccc1N=Cc1c(O)n(-c2ccc(F)cc2)c(=O)[nH]c1=O	.	-3
CCN1C(=O)/C(=C\c2cccc(OCc3cccc4ccccc34)c2)SC1=S	.	7
CCCCCCNC(=O)C(C#N)c1nc2ccccc2nc1N1CCCC1 (stereo not drawn)	38*	-10

Following part.
SMILES	BAP1 inh	HePTP inh
c1ccc(C2C3=C(Nc4ncnn42)c2ccccc2CCC3)cc1 (stereo not drawn)	71	4
CCCc1nc2ccccc2n1CC(O)COc1ccc(C)cc1 (stereo not drawn)	.	-11
CCC(=O)Nc1cccc(NC(=O)c2cc3ccccc3o2)c1	98	-5
Cc1ccc(-c2csc(-c3cc4ccccc4oc3=O)n2)cc1	.	-3
CCOc1ccc(S(=O)(=O)N2CCSC2c2ccc([N+](=O)[O-])cc2)cc1 (stereo not drawn)	91	.
COc1ccc(O)c(-c2cc(-c3cccs3)[nH]n2)c1	106	12
Cc1cc(C)n(-c2nc3ccccc3nc2N2CCN(S(=O)(=O)c3ccc(F)c(C)c3)CC2)n1	.	-8
Cc1ccc(S(=O)(=O)Nc2cc(Sc3nc4ccccc4s3)c(O)c3ccccc23)cc1	.	12

Record cards (already shown). Screens in order: BAP1 inh, HePTP inh
Cc1ccc(S(=O)(=O)Nc2cc(Sc3nc4ccccc4s3)c(O)c3ccccc23)cc1 as listed: ., 12
CCOc1ccc(S(=O)(=O)N2CCSC2c2ccc([N+](=O)[O-])cc2)cc1 (stereo not drawn) as listed: 91, .

2 entries picked at random from those above, as already listed:
SMILES	BAP1 inh	HePTP inh
COc1ccc(NC(=O)Cc2ccc(Cl)cc2)cc1OC	.	-2
CCOC(=O)c1ccc(NC(=O)c2nccnc2C(=O)O)cc1	91	-12

Source: PubChem BioAssay
